Screens as filed in PubChem BioAssay.
Chronic BCR inh: inhibitors of chronic active B-cell receptor signaling | 340,000 compounds, 0.05% hits | ABC-DLBCL IkBa-CBG/CBR reporter, luminescence ratio, 4 h | Potency, µM (titrated, usually from 46.1 µM), for the others: top-dose ratio change, negative = lower green/red ratio, most hits filed as inhibitors; active means well fitted inhibition curve with a large enough effect in the signal ratio, with a control signal flat, not every such curve was filed as active; inconclusive means small, poorly fitted or top-dose-only effect, or effect the other way, or a change in a side signal; the % refers to the signal ratio;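 further: potency means the concentration at half of the fitted maximal effect; plate controls were basal doxycycline-induced cells for no effect and cells given 10 µM MG132 for full effect; MG132 reads +100%, hits lower the ratio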
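Concentration-response series (up to 46 uM) were applied to TMD8 dual-reporter cells for 4 h at 37C with doxycycline. Green/red ratio, after filter-overlap correction, defined %Activity; red signal alone was normalised to basal cells and zero luminescence.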
Tb PFK block: T. brucei PFK enzyme inhibition. AID 485367. Potency, µM (titrated, usually from 57.5 µM), without a hit: at the top dose activity, negative = inhibition, actives largely listed as inhibitors. 330,000 compounds, 0.17% hits. T. brucei PFK, ADP-Glo luminescence. O15648;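 further: potency means the concentration at half of the fitted maximal effect; 0% = uninhibited 1x PFK enzyme wells and -100% = no-enzyme wells; nearly all actives have a fitted effect of over 60% in size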
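Compounds were pin-transferred as a titration series up to 57 uM into substrate buffer (0.5 mM F6P, 0.1 mM ATP, pH 8.0), then 1.25 nM PFK was added and reactions ran 45 min before ADP-Glo detection.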
a7 integrin act: integrin-mediated muscular dystrophy alleviation activation. alpha7betagal myoblasts, beta-gal FDG fluorescence, 48 h. 350,000 compounds, 0.064% hits. AID 624291. Potency, µM (series often up to 38.3 µM), for the others: top-dose activation, hits mostly activators;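 further: potency means the concentration at half of the fitted maximal effect; 100% = response of the positive control SU9516; nearly all actives have a fitted effect of over 60% in size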
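alpha7betagal+/- myoblasts (passage 13, 250/well) treated 48 h at 37C with compounds at 1:260 dilution of DMSO stock. Lysed, then beta-galactosidase activity read as FDG fluorescence (ex 480/em 540) after 30 min, with pre-read for autofluorescence.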
A-T KAP1 phos: potential ataxia-telangiectasia treatments restoring KAP-1 phosphorylation | […] A-T fibroblasts, KAP-1 phosphorylation AlphaLISA; neocarzinostatin DNA damage 30 min before lysis | Potency, µM (doses to about 57.5 µM), for inactives: at the highest dose activation, hits mostly activators | 320,000 compounds, 0.19% hits | AID 485349; further: potency means the concentration at half of the fitted maximal effect; % of control where 0% means no effect; nearly all actives have a fitted effect of over 45% in size
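ATM-like activity read as KAP-1 phosphorylation via AlphaLISA donor/acceptor antibody pairs after lysis and 6 hr at 25C. Cells were ATM-null patient fibroblasts ([…], hTERT), dosed 60 min, then exposed to the DSB inducer NCS for 30 min.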
ELG1 DNA repair: inhibitors of ELG1-dependent DNA repair in HEK293T cells | HEK293T ELG1-luciferase reporter, luminescence, 16 h; DNA damage induced by 5-fluorouridine | AID 504467 | 330,000 compounds, 2.3% hits | Potency, µM (titrated, usually from 46.1 µM), for inactives: top-dose activity change, negative = inhibition, most hits filed as inhibitors; further: potency means the concentration at half of the fitted maximal effect; on the % scale 0 is the no-effect control and ±100 the full control effect; nearly all actives have a fitted effect of over 55% in size
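5-Fluorouridine DNA damage + compound/DMSO, 2,000 cells/well, 16 h, 37 °C/5% CO2. ONE-Glo, 30 min RT, luminescence. Readout = decrease in reporter signal.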
Eya2 inh: blocks the phosphatase activity of human Eya2; Potency, µM (doses to about 76.9 µM), for inactives: at the top dose activity, negative = inhibition, usual class: inhibitors; 330,000 compounds, 0.006% hits; O00167; recombinant Eya2, OMFP fluorescence dephosphorylation (OMFP is methylfluorescein phosphate); further: potency means the concentration at half of the fitted maximal effect; on the % scale 0 is the no-effect control and ±100 the full control effect
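Eya2 protein (added as 0.2 uM solution) was preincubated with compound for 10 min at ambient temperature in 50 mM HEPES pH 7.5, 50 mM NaCl, 5 uM MgCl2, 0.05% BSA, 1 mM DTT. OMFP (added at 50 uM) then reacted 10 min; fluorescence read at 485/525 nm.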
S-ASM inh: blocks human secretory acid sphingomyelinase | 340,000 compounds, 0.006% hits | Potency, µM (highest dose often 57.5 µM), without a hit: at the highest dose activity change, negative = inhibition, usual class: inhibitors | placental ASM, HMU-PC fluorogenic substrate, 60 min | P17405 | AID 504937; further: potency means the concentration at half of the fitted maximal effect
Target sequence (P17405 47-631 limits assumed): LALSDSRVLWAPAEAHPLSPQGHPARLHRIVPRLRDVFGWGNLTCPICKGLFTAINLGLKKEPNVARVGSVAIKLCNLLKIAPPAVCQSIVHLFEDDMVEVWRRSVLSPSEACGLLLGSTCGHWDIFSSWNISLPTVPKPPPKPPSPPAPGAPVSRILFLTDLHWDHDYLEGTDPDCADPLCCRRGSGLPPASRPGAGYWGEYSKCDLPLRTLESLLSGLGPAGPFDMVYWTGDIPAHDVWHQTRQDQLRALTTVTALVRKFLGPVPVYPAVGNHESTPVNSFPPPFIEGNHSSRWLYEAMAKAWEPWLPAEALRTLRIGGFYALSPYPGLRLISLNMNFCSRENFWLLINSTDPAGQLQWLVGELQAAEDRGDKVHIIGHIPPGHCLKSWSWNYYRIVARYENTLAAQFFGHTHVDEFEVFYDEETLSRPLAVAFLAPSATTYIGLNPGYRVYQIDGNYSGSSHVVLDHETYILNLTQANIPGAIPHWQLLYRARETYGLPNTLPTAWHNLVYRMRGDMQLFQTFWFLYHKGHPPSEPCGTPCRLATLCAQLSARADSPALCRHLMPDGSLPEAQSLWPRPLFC
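Human placenta-derived ASM enzyme was preincubated with compound for 10 minutes at room temperature, then given fluorogenic substrate HMU-PC0 (9 uM final) for 60 minutes at 37 °C; a pH 10 stop preceded fluorescence reading at Ex 386/Em 447 nm.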
TSHR antagonist: human thyrotropin receptor antagonism; P16473; TSHR-expressing cells, TSH-stimulated cAMP HTRF, 2 h; stronger effect = lower value; activity change, negative = inhibition, % at 11.5 µM; 330,000 compounds, 0.2% hits;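 active means activity change below a set negative limit, meaning inhibition stronger than a set level, cut at about -70% in these data; inconclusive means activity change between two set negative limits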; further: on the % scale 0 is the no-effect control and ±100 the full control effect
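Competitive HTRF cAMP read-out (cryptate anti-cAMP antibody, cAMP-d2; 30 min, room temperature) in freshly harvested TSHR cells. Compounds added before TSH at EC80 (4nM final), followed by 2 hours' incubation at 37 deg C.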
TCR act: activators of T cell receptors; primary human leukocytes, anti-CD3, IL-2 HTRF, 48 h; Potency, µM (series often up to 9.22 µM), without a hit: at the top dose activation of IL-2 secretion, hits mostly activators; 330,000 tested, under 10 active; further: % of control where 0% means no effect
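Readout: HTRF IL-2, Eu-cryptate/d2 antibody pair, 320nm excitation, 665nm emission. Stimulus: a-CD3 beads, no co-stimulation. Cells: primary human leukocytes. Exposure: 48 hr with compound.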
Mito fusion act: blocks mitochondrial division or promotes mitochondrial fusion. AID 485298. S. cerevisiae fusion-defective mutant growth rescue, CellTiterGlo 48 h. Potency, µM (doses to about 46.1 µM), for the others: at the highest dose growth rescue (activation), usual class: activators. 320,000 compounds, 0.23% hits;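 further: potency means the concentration at half of the fitted maximal effect; % of control where 0% means no effect; nearly all actives have a fitted effect of over 45% in size; temperature-sensitive fusion mutants such as fzo1-1 at 37 °C on non-fermentable ethanol glycerol medium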
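Yeast fusion mutant, YPEG (non-fermentable carbon), compound, 48 h at 37C non-permissive; CellTiterGlo added, 10 min RT, luminescence read. Rescued growth = division inhibition.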
TSG101-PTAP inh: blocks PTAP/TSG101 interaction to inhibit HIV-1 budding; Fluorescence polarization, FITC-PTAP peptide / Tsg101 binding; Potency, µM (doses to about 115 µM), for the others: top-dose activity change, negative = inhibition, hits mostly inhibitors; 340,000 tested, under 10 active; active means well fitted inhibition curve with a large enough effect in the main read-out, with a control signal flat, not every such curve was filed as active; inconclusive means small, poorly fitted or top-dose-only effect, or effect the other way, or a change in a side signal; inactive means no such curve, though single readings can be large or run the other way; further: potency means the concentration at half of the fitted maximal effect; % of control where 0% means no effect
Target sequence (Q99816 whole entry, looked up): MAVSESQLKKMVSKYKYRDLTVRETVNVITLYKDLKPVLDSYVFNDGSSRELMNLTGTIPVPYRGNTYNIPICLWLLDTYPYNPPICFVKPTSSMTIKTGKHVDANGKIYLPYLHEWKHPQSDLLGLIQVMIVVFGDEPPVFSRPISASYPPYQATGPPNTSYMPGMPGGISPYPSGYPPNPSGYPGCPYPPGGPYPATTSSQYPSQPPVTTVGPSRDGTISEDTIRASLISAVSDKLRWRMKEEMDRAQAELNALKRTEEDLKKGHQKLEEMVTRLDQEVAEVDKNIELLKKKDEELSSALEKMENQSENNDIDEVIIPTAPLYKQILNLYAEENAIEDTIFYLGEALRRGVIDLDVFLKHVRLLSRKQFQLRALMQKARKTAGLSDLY
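FP read-out: FITC-PTAP peptide, 50 nM final, binding Tsg101 binding domain, 10 uM final; 20 min, r.t.; 10 mM HEPES pH 7.5, 0.15 M NaCl, 0.01% Tween 20, 3 mM EDTA, 0.1 mM TCEP.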
The depositor's hits bear a star; u = inconclusive; x = not tested or not shown; & = joins results of further samples; ! = repeats disagree; [ ] = dose if it differs, or a comment. Unless noted, the call rests on the fitted dose curve; in most records, active means well fitted curve in the direction sought with a large enough effect; inconclusive means small, poorly fitted or top-dose-only effect, or another doubt; inactive means no such curve, though single readings can be large; an effect the other way counts as inactive or inconclusive.

SMILES | Chronic BCR inh | Tb PFK block | a7 integrin act | A-T KAP1 phos | ELG1 DNA repair | Eya2 inh | S-ASM inh | TSHR antagonist | TCR act | Mito fusion act | TSG101-PTAP inh
CCNC(=S)Nc1cc(Cl)ccc1Oc1ccccc1 | 0.2% | -6.9% | -11.7% | 4.8% | -9.9% | -0.9% | 0.9% | 6.6 | 0.9%[46.1 µM] | 2.6% | -4.7%
CCN(C(=O)c1cccs1)c1nc(-c2ccc(OC)cc2)cs1 | u | 1.5% | -1.9% | 15.8% | u | -5.3% | -7.1% | 2.5 | -6.6% | -6.2% | -2.9%
Cc1ccc(SCC(=O)Nc2cccc(NC(=O)c3ccco3)c2)cc1 | u | -4.2% | 29.0% | -3.8% | 1.7% | 8.4% | -0.4% | -7.6 | 7.7% | 9.3% | -1.3%
Cc1ccc(NC(=O)c2sccc2-n2cccc2)c(C)c1 | 1.8% | 0.9% | -51.5%[inhibitor] | -0.7% | 13.9% | -3.1% | -17.1% | -9.1 | -3.3% | 27.3% | -5.7%
Nc1nnnn1/N=C/c1ccc(N2CCCCC2)c([N+](=O)[O-])c1 | u | -0.4% | 7.9% | -7.6% | 26.3% | -3.7% | -13.4% | -8.1 | 0.6%[46.1 µM] | 5.7% | -1.6%
Cc1cc(NC(=O)CCN2C(=O)C3C4C=CC(C4)C3C2=O)ccc1Br (stereo not given) | 4.0% | -2.8% | 3.9% | 0.3% | 12.9% | -10.6% | 0.9% | 1.0 | 2.7% | 25.3% | -1.2%
Cc1cc(C)n(C(=O)c2ccc([N+](=O)[O-])c(Cl)c2)n1 | 3.2% | -0.3% | -13.6% | -10.6% | u | 8.5% | 1.7% | 10.8 | -5.4%[46.1 µM] | -2.5% | -3.7%
O=C(COc1ccc(Cl)cc1Cl)NCCCNC(=O)c1cnccn1 | -4.7% | -6.7% | u | 0.5% | 0.6% | 17.5% | -0.7% | 1.7 | 0.1% | 11.7% | -4.9%
CCOC(=O)N1CCC(NC(=O)c2cc(COc3c(C)cccc3C)on2)CC1 | 4.0% | 0.3% | -22.3% | -1.9% | -8.4% | -4.5% | -0.4% | -13.7 | -2.6% | 3.3% | -0.7%
CN(CCCNC(=O)Cn1cc2c(n1)CCCC2)C1CCCCC1 | u | -0.1% | -8.4% | -3.2% | -0.8% | 10.2% | -1.6% | 0.9 | -5.3% | -0.5% | 0.8%
CCOc1ccc(C2C(C(=O)c3ccco3)=C(O)C(=O)N2Cc2cccnc2)cc1OC (stereo not given) | 0.8% | 3.6% | 3.1% | -10.1% | 9.9% | 6.0% | -4.5% | 10.1 | 0.1% | -1.7% | 1.9%
COc1ccc(CC(=O)Nc2cc(=O)n(C)c(=O)n2C)cc1OC | -12.5% | 0.8% | 14.4% | 1.1% | 7.2% | -14.0% | -0.7% | -1.9 | -2.9% | -4.8% | -2.1%
COc1cccc(CN(C)C(=O)c2cc(S(=O)(=O)NCc3ccccc3)ccc2C)c1OC | -3.0% | 1.2% | -12.8% | 1.5% | u | 21.1% | -2.5% | 6.8 | -5.6% | -0.5% | 0.3%
CCC12CN3CCN(CC(C3)/C1=N\NC(=O)c1ccc(F)cc1)C2 | u | -6.5% | 5.8% | 4.3% | -8.1% | 1.4% | 13.8% | -8.1 | -5.9% | 2.9% | 1.2%
CC1CC(C)CN(CCCn2c(=S)[nH]c3ccccc3c2=O)C1 (stereo not given) | 4.8% | -0.9% | 39.8% | x | 10.2% | -6.9% | 0.7% | 12.2 | -0.8% | -0.2% | 1.9%
CC/C(=N/NC(=O)CNc1ccc(Cl)cc1C)c1ccccc1 | -6.9% | -1.3% | 0.0% | 2.7% | 0.0% | 8.3% | -2.6% | -8.5 | 5.8% | -3.0% | 0.1%
O=C(NC12CC3CC(CC(C3)C1)C2)c1cccnc1 | 2.5% | 3.9% | -29.3% | 4.8% | -3.3% | -3.6% | -1.4% | -4.0 | 0.7% | -3.6% | -18.8%
Cc1cc(C)cc(N(CC(=O)NC2CCCC2)C(=O)C2(C)CC(=O)N=C3C=CC=CN32)c1 (stereo not given) | -0.5% | 3.6% | -7.5% | 3.6% | 5.1% | -8.2% | 20.2% | -1.0 | 11.4% | 4.6% | -2.8%
NC1=NC(=O)/C(=C/c2cn(CCC(=O)O)nc2-c2ccc(Cl)cc2)S1 | 0.2% | -14.1% | 21.2% | 1.4% | 19.2% | 5.6% | 2.8% | -9.1 | 3.9%[46.1 µM] | -1.1% | -4.6%
OC1C[N+]2(CCCCC2)C1 | 2.9% | -6.6% | 18.9% | 1.8% | 9.7% | -0.8% | 5.2% | -1.4 | 3.5% | 1.3% | -5.7%
CCCC1S/C(=N/N=C/c2ccc(OC)cc2)N(Cc2ccccc2)C1=O (stereo not given) | 11.8% | 9.9% | -13.1% | 2.8% | -4.3% | -15.3% | -7.6% | -12.3 | -2.9% | 20.0% | -2.8%
Cc1cccc(NC(=S)N(CCN2CCOCC2)Cc2cc3cc4c(cc3[nH]c2=O)OCCO4)c1 | u | -8.0% | -23.7% | -6.2% | u | -6.0% | 15.2% | -1.0 | 4.0% | -0.6% | -8.1%
CCCC[C@]12Cc3cc(C#N)ccc3C(O1)c1c(cc(C)n(Cc3ccccc3)c1=O)O2 | u | 0.1%[11.5 µM] | x | -6.9%[11.5 µM] | x | 6.8%[15.4 µM] | x | x | x | -0.4%[9.22 µM] | x
Cc1ccc(NC(=O)CSCc2n[nH]c(=O)[nH]2)c(Br)c1 | 0.1% | 1.1% | 0.0% | 0.1% | 1.6% | 13.6% | -4.2% | 3.3 | -8.9% | -5.5% | -0.2%
O=[N+]([O-])c1cc2c(cc1/C=N/NS(=O)(=O)c1ccc(Br)cc1)OCO2 | 0.1% | 7.1% | u | 2.0% | -12.7% | -2.5% | -4.4% | -5.1 | 6.0% | 2.6% | 1.5%
Cc1cccc(N(C)S(=O)(=O)c2csc(C(N)=O)c2)c1 | -2.0% | -11.9% | 1.6% | 0.6% | 5.2% | -2.5% | -1.4% | -1.6 | 5.6% | -0.8% | -0.7%
CCc1ccc(-c2csc(NC(=O)c3cccnc3)n2)cc1 | 4.1% | -3.9% | -7.0% | -0.3% | -13.9% | -2.7% | -2.3% | -14.8 | 1.3%[46.1 µM] | 10.6% | -6.3%
O=C1CC(c2ccccc2F)C2=C(COC2=O)N1 (stereo not given) | -2.2% | 4.3% | -8.9% | 1.1% | 12.7% | -19.9% | -1.0% | 15.4 | -0.3% | -4.9% | -1.1%
COc1cc(O)oc1C=Nc1ccc(C(=O)O)cc1 | u | 19.3% | 9.7% | 3.6% | 2.8% | 12.2% | 165.2%[activator] | -9.7 | 0.9% | -3.7% | -0.7%
C[n+]1c2n(c3ccccc31)N=C(c1ccccc1)CS2 | 5.1%&3.4% | -1.4%&-0.5% | -19.1%&-9.1% | 0.2%&0.6% | 5.8µM*! | -3.1%&-16.4% | -1.4%&-1.3% | 30.5&-2.3 | -0.7%&-5.0% | 4.1%&-0.1% | -6.2%&-0.3%
O=c1oc2cc(O[C@@H]3OC[C@@H](O)[C@H](O)[C@H]3O)ccc2c2ccccc12 | -1.5% | 9.5% | 4.1% | -9.1% | 15.8% | -24.9% | -1.1% | -2.6 | 0.1% | 9.4% | -4.0%
Cc1nnc(Cl)c2nn(-c3ccccc3)c(C)c12 | 1.8% | 1.0% | 17.7% | 3.4% | -10.5% | -0.5% | -1.9% | 29.5 | 0.0%[46.1 µM] | 5.4% | -0.4%
CCOc1nc2cnccc2n(CC(=O)Nc2cccc(C)c2)c1=O | -0.2% | -5.5% | 9.3% | -1.5% | -8.3% | 15.4% | 1.1% | -3.1 | 11.0% | 0.0% | -2.6%
CNC(=O)COC(=O)c1c2c(nc3ccccc13)CCC2 | u | -0.7% | -2.7% | -8.0% | -6.6% | -3.3% | -1.6% | 4.5 | -2.6% | 3.2% | -10.9%
